High-throughput results (PubChem)
XIAP displacement: small molecules displacing peptide from XIAP – biochemical, IAP family, fluorescence polarization (AID 1018); XIAP BIR domain, fluorescence polarization peptide displacement; higher % means a stronger effect; one-dose displacement, % at 20 µM; IC50 in µM for titrated hits; actives 0.007% (n = 200,000); in the data active = displacement above about 50%; note: a part of the inactive calls stands beside numbers as strong as those of hits
SIAH1 antagonists: blockers of Siah-1 interaction with plectin peptide – biochemical, fluorescence polarization, rhodamine-plectin, uHTS, primary screen (AID 1817); Siah-1 / rhodamine-plectin peptide fluorescence polarization; higher % means a stronger effect; actives 0.02% (n = 290,000); displacement, % at 20 µM; hits with a dose series show IC50 in µM;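 active = displacement of at least 50% at 20 µM, with a fluorescence ratio check between 0.3 and a set limit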;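 note: plate controls were Siah plus tracer with DMSO for no effect and tracer alone without Siah for full effect; strong numbers were not always called active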
LYP phosphatase: PTPN22 lymphoid phosphatase activity blockers – biochemical, fluorescence intensity, uHTS (AID 1779). recombinant LYP phosphatase, fluorescence intensity; higher % means a stronger effect. one-dose inhibition, % at 11.5 µM; IC50 in µM for titrated hits. actives 0.054% (n = 290,000);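 note: plate controls were vehicle with enzyme for no effect and no enzyme for full effect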
NOD2 inhibition: NOD2 signaling inhibitors, cell-based, luminescence, uHTS, HEK293 (AID 1566); one-dose inhibition, % at 4 µM; EC50 in µM for titrated hits; actives 0.63% (n = 290,000); HEK293 NOD2/NF-kB luciferase reporter, luminescence; higher % means a stronger effect; note: many of its hits are not listed in these tables
Hep lipid drop: hepatic lipid droplet formation modulation | AML12 mouse hepatocytes, oleate lipid droplets, BODIPY imaging | inhibition, % at 6.5 µM | actives 0.4% (n = 240,000) | AID 1656;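 active = lipid droplet intensity inhibited by at least 50%, with more than 500 cells counted; inconclusive = wells with under 300 cells, treated as cytotoxic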
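System: AML12 hepatocytes (mouse). Probe or stimulus: oleic acid at 100 µM to induce lipid droplet formation. Times: overnight treatment with compound plus oleate. Detection: Image-based BODIPY and DAPI two-channel analysis. Evaluation: percent inhibition of filter-corrected integrated lipid droplet intensity per well.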
ER stress rescue: protection against thapsigargin-triggered cell killing – 384-well, CSM14.1, ATP luminescence, primary screen (AID 1222). 190,000 tested, under 10 active. CSM14.1 thapsigargin-induced death rescue, ATP luminescence; higher % means a stronger effect. cellular ATP content (survival), % at 20 µM, or EC50 in µM where a hit was titrated;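 active = EC50 below 50 µM in the dose-response confirmation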;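 note: death triggered by thapsigargin at about 15 µM added after 2 h compound pretreatment; cell ATP read after overnight thapsigargin exposure of roughly 18 to 22 hours; normalized against plate controls of thapsigargin alone and 5% DMSO vehicle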
P. falciparum M17LAP: P. falciparum M17LAP inhibitors, primary screen, biochemical, fluorogenic H-Leu-NHMec substrate, 1536-well (AID 1619) | inhibition, % at 30 µM, or IC50 in µM where a hit was titrated | recombinant M17LAP, H-Leu-NHMec fluorogenic kinetic assay; higher % means a stronger effect | actives 0.38% (n = 220,000);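 active = compound inhibiting the enzyme by more than half at any dose during confirmatory dose-response retesting; inconclusive = strong single-dose inhibitors picked by rank but not retested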;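 note: plate controls were full reaction with DMSO carrier for no effect and no enzyme background for full effect; strong numbers were not always called active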
P. falciparum M1AAP: P. falciparum M1AAP inhibitors, biochemical, fluorogenic H-Leu-NHMec substrate, 1536-well (AID 1445) | actives 0.42% (n = 220,000) | recombinant M1AAP, H-Leu-NHMec fluorogenic kinetic assay; higher % means a stronger effect | one-dose inhibition, % at 30 µM; IC50 in µM for titrated hits;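 active = primary inhibition above the hit cutoff, then over 50% inhibition at one or more dose response concentrations, cut at about 23% in these data, passing the limit was not always enough; inconclusive = conflicting primary data, or primary hits not chosen for dose response; inactive = low primary inhibition, or under 50% at every dose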;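 note: plate controls were DMSO full reaction for no effect and no enzyme background for full effect; strong numbers were not always called active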
AID2073: disruptors of CaV2.2 binding to Mint1 – biochemical, HTRF (AID 2073); HTRF protein-protein interaction, Mint1-CaV2.2; higher % means a stronger effect; one-dose inhibition, % at 20 µM; IC50 in µM for titrated hits; actives 0.19% (n = 290,000); in the data active = inhibition mostly above about 51%, no sharp cut-off; inconclusive = no clear call, values can overlap the other calls; inactive = mostly below about 53%; note: some results filed as inactive read as strong as hits
Hep lipid drop cells 6.5 µM: recorded beside Hep lipid drop, whose call it bears; cell count; measured here: cell count, cytotoxicity flag;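 cells counted across two imaged fields per well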
An asterisk follows results filed as active; ? = inconclusive; . = no result given. Cut-off read from the data, not from the text of the source, unless noted: active = inhibition above about 50%; inactive = the rest.

SMILES,NOD2 inhibition,SIAH1 antagonists,LYP phosphatase,P. falciparum M1AAP,XIAP displacement,ER stress rescue,Hep lipid drop,AID2073,Hep lipid drop cells 6.5 µM,P. falciparum M17LAP
O=S(=O)(NCc1ccccc1)c1ccc(S(=O)(=O)NCC2CCCO2)cc1 (stereo not drawn),6%,2%,-4%,8%,-4.1%,-0.9%,-9,5%,698,-2%
O=C(CSCc1ccc(F)cc1)N1CCN(c2ccc(F)cc2)CC1,-1%,-2%,1%,1%,-3.8%,-1.6%,.,-13%,.,6%
CCc1ccc(O)c(N=Cc2ccccc2O)c1,27%,-1%,-7%,9%,-7.7%,-2.7%,3,-18%,778,5%
CS/C(=N\S(=O)(=O)c1cccs1)Nc1ccc(F)cc1,1%,0%,-4%,2%,-1.0%,0.2%,-3,-4%,721,2%
Nc1nc(NCCOCCO)nc(NC2CCCCC2)c1[N+](=O)[O-],24%,5%,-5%,.,.,.,8,2%,861,.
COc1ccc(NC(=O)CSc2ccc3nnc(-c4cccnc4)n3n2)c(OC)c1,0%,-12%,4%,4%,-8.8%,.,5,-1%,709,-1%
CC1CCCN(CCC(=O)Nc2ccc(Br)cc2)C1 (stereo not drawn),16%,4%,-3%,2%,-3.9%,-1.2%,0,11%,681,3%
CCOC(=O)Nc1nc(-c2ccc(Cl)cc2Cl)cs1,-24%,8%,-7%,-5%,-3.1%,-0.4%,-5,7%,763,-9%
COc1ccc(SCC(=O)Nc2ccc(N3CCN(C)CC3)c(F)c2)cc1,19%,4%,-11%,0%,0.2%,-0.8%,-18,-1%,654,2%
C=CCn1c(-c2ccc(OC)c(OC)c2)n[nH]c1=S,-4%,-5%,-6%,-6%,0.6%,0.3%,-3,0%,724,14%
O=C(C1CCCN(S(=O)(=O)c2cccc3cccnc23)C1)N1CCc2ccccc21 (stereo not drawn),11%,-1%,-6%,3%,-3.0%,3.1%,.,1%,.,-4%
CCOc1[nH]n(-c2ccc(Cl)cc2)c(=O)c1C=Nc1ccc(Cl)cc1,-2%,8%,5%,-4%,-8.4%,-2.2%,.,11%,.,-3%
Cc1cc2cc3c(cc2nc1SCC(=O)OC(C)C)OCO3,28%,0%,-1%,-2%,-3.5%,-0.4%,-1,7%,734,-5%
COc1ccc(OC)c(C(=O)CSc2nc3ncccc3[nH]2)c1,15%,1%,-3%,9%,-4.7%,0.5%,.,-9%,.,6%
COc1ccccc1OC(=O)CCN1c2ccccc2Sc2ccccc21,11%,6%,-2%,1%,-2.8%,2.4%,11,9%,660,-10%
CCOC(=O)c1c(C)[nH]c(C)c1S(=O)(=O)N(C)CC(=O)Nc1cccc(C)c1,8%,0%,-7%,.,.,.,-4,-5%,715,.
COc1ccc(C(=O)OCC(=O)NC(=O)NC2CCCC2)c(O)c1,6%,-4%,-6%,-5%,-1.3%,0.4%,-8,-10%,654,-6%
CCOc1ccc(NC(=O)c2cccc3ccccc23)cc1,-24%,-2%,-3%,.,.,.,-2,8%,792,.
O=C(Nc1ccc(S(=O)(=O)N2CCCC2)cc1)C1CCCCC1,6%,-2%,-8%,.,.,.,12,0%,814,.
CCOC(=O)Cn1c(=O)c(-c2cc(Br)ccc2N)nc2ccccc21,0%,4%,-8%,7%,.,.,13,20%,641,-7%
CSc1cccc(NC(=O)Nc2ccccc2C(N)=O)c1,2%,-2%,2%,7%,.,.,2,18%,722,1%
Cc1[nH]c(C)c(S(=O)(=O)NCc2ccc(F)cc2)c1C(=O)N1CCCC1,7%,-2%,-8%,.,.,.,-1,18%,729,.
O=C(NCCC1=CCCCC1)C(=O)NCC(c1ccco1)N1CCN(c2ccccc2F)CC1 (stereo not drawn),-5%,-3%,3%,-2%,-2.6%,-1.1%,-2,0%,619,-3%
CCCc1[nH]nc2c1C(c1ccoc1)C(C#N)=C(N)O2 (stereo not drawn),-2%,10%,-6%,11%,-0.8%,-1.8%,7,3%,806,21%
COc1cccc(OCc2cc(C(=O)N(C)Cc3nc4ccccc4[nH]3)no2)c1,-12%,3%,-8%,.,.,.,-25,14%,710,.
CCn1c(O)c(C=NCc2cccs2)c(=O)n(CC)c1=S,27%,-2%,3%,9%,-2.6%,-0.4%,33,-1%,778,-4%
O=c1[nH]cnc2nc3n(c12)CCCCC3,17%,-2%,-2%,1%,1.8%,-3.1%,1,3%,762,3%
CCCCCCOc1ccc(C(=O)NCCCn2ccnc2)cc1,10%,-7%,-12%,-5%,-5.2%,1.4%,-10,?,745,0%
COc1ccc2oc(-c3ccccc3)c(C(N)=O)c2c1,-36%,-2%,-9%,1%,-8.6%,-1.9%,.,47%,.,0%
CCOC(=O)C1Cc2ccccc2CN1 (stereo not drawn),17%,5%,0%,-3%,0.3%,-1.3%,.,12%,.,3%
COCCn1c(=NC(=O)CCS(=O)(=O)c2ccccc2)sc2cc(C(=O)OC)ccc21,8%,10%,-7%,.,.,.,5,50%,817,.
COc1ccc(C(=O)N/C(=C\c2cn(S(=O)(=O)N(C)C)c3ccccc23)C(=O)NCCN2CCOCC2)cc1,0%,6%,-5%,.,.,.,4,15%,751,.
O=C(Cc1ccccc1F)Nc1nc(-c2cccs2)cs1,-80%,-2%,0%,1%,-12%,-5.2%,46,2%,775,2%
COc1ccc(-c2cnc(SCC(=O)Nc3nc(C(C)(C)C)cs3)n2Cc2ccco2)cc1,18%,23%,-2%,7%,-3.4%,4.1%,64*,28%,689*,14%
CCCNC(=S)NC1CCCC1,7%,-2%,-4%,0%,-16%,-0.4%,.,-1%,.,0%
O=C(c1ccc(Cl)c([N+](=O)[O-])c1)N1CCN(c2ccccc2)CC1,-20%,2%,-3%,0%,16%,-2.8%,23,13%,762,-15%
CCOc1cc(C(=O)NC2=NCCS2)cc(OCC)c1OCC,3%,-3%,-6%,3%,-4.8%,.,-4,34%,703,0%
CC(=O)C1=C(c2ccccc2)NC(=O)NC1c1ccccc1OCC#N (stereo not drawn),14%,0%,3%,4%,-1.4%,3.4%,-1,1%,738,11%
COc1ccc(C(c2nnnn2Cc2ccccc2)N2CCN(c3nc4ccccc4s3)CC2)cc1OC (stereo not drawn),9%,5%,5%,16%,12%,-0.4%,13,3%,798,21%
CCOc1ccc(CC(C(N)=O)C(N)=O)cc1,-1%,-6%,1%,-1%,-0.8%,-1.8%,3,-2%,675,0%
CC1(C)Cc2c(sc3c4nnnn4c4nnnn4c23)CO1,16%,0%,-8%,5%,0.7%,2.4%,.,?,.,-18%
COc1ccc(-c2nnc(SCC(=O)Nc3ccccc3OC)o2)cc1,-97%,-1%,17%,-1%,-10%,-0.8%,9,7%,759,25%
Cc1cc(Nc2nc(Cl)c(Cl)cc2Cl)n(-c2ccccc2)n1,-18%,2%,-2%,1%,-4.9%,-0.8%,-1,-4%,685,-9%
Cc1oc(=O)c(NC(=O)c2ccc(Cl)cc2)cc1C(=O)c1ccccc1,3%,0%,-2%,1%,-6.2%,-2.6%,.,31%,.,2%
O=C(Nc1nnc(C2CC2)s1)C1Cc2ccccc2CN1C(=O)c1ccco1 (stereo not drawn),19%,24%,-6%,6%,-2.9%,0.2%,8,44%,689,26%
CCn1cc(C(=O)NCc2ccccc2Cl)cn1,6%,3%,-5%,-3%,-5.9%,0.2%,19,-5%,707,-1%
COc1ccc2[nH]c(=O)c(CN(Cc3cccs3)C(=S)Nc3cccc(C)c3)cc2c1,-21%,-11%,-3%,2%,-3.6%,-0.5%,-44,-7%,580,1%
O=C(Nc1ccccc1N1CCOCC1)c1ccccc1NS(=O)(=O)c1ccc(F)c(F)c1,26%,4%,-4%,6%,-0.7%,-0.5%,18,6%,820,-6%
CCCCN(CC)C(=O)c1oc2ccc(S(=O)(=O)N3CCCC3)cc2c1C,13%,5%,-9%,.,.,.,-3,13%,759,.
O=C(CCC(=O)Nc1ccc(F)cc1)N/N=C/c1ccccc1O,6%,2%,-8%,8%,-2.8%,0.2%,10,10%,634,2%
CC1CCN(CCCNC(=O)c2ccc(N3CCCC3=O)cc2)CC1,15%,1%,-11%,.,.,.,18,-1%,701,.
CC(C(=O)NC1CCCc2ccccc21)N1CCN(c2ccc(F)cc2)CC1 (stereo not drawn),-1%,-3%,3%,7%,24%,2.1%,4,-1%,648,9%
COc1ccc(OCC(=O)NCc2cccnc2)cc1,-7%,5%,-3%,-1%,-9.9%,-1.2%,12,2%,659,3%
Clc1ccc2[nH]c3c(c2c1)CCc1cn[nH]c1-3,-45%,0%,-3%,-4%,-7.3%,-2.2%,.,0%,.,11%

An excerpt of these results, with two lines to a compound:
Every second line gives: NOD2 inhibition, SIAH1 antagonists, LYP phosphatase, P. falciparum M1AAP, XIAP displacement, ER stress rescue, Hep lipid drop, AID2073, Hep lipid drop cells 6.5 µM, P. falciparum M17LAP
- COc1ccc2[nH]c(=O)c(CN(Cc3cccs3)C(=S)Nc3cccc(C)c3)cc2c1
    -21%, -11%, -3%, 2%, -3.6%, -0.5%, -44, -7%, 580, 1%
- O=C(Nc1ccccc1N1CCOCC1)c1ccccc1NS(=O)(=O)c1ccc(F)c(F)c1
    26%, 4%, -4%, 6%, -0.7%, -0.5%, 18, 6%, 820, -6%
- CCCCN(CC)C(=O)c1oc2ccc(S(=O)(=O)N3CCCC3)cc2c1C
    13%, 5%, -9%, ., ., ., -3, 13%, 759, .
- O=C(CCC(=O)Nc1ccc(F)cc1)N/N=C/c1ccccc1O
    6%, 2%, -8%, 8%, -2.8%, 0.2%, 10, 10%, 634, 2%
- CC1CCN(CCCNC(=O)c2ccc(N3CCCC3=O)cc2)CC1
    15%, 1%, -11%, ., ., ., 18, -1%, 701, .
- CC(C(=O)NC1CCCc2ccccc21)N1CCN(c2ccc(F)cc2)CC1 (stereo not drawn)
    -1%, -3%, 3%, 7%, 24%, 2.1%, 4, -1%, 648, 9%
- COc1ccc(OCC(=O)NCc2cccnc2)cc1
    -7%, 5%, -3%, -1%, -9.9%, -1.2%, 12, 2%, 659, 3%
- Clc1ccc2[nH]c3c(c2c1)CCc1cn[nH]c1-3
    -45%, 0%, -3%, -4%, -7.3%, -2.2%, ., 0%, ., 11%

An excerpt, so the mix of outcomes need not match the whole.
